Screening results from PubChem.
CD40 NFkB inh: CD40 pathway inhibition in BL2 cells; hit rate 0.94% among 83,000; BL2 NF-kB luciferase reporter, CD40L-induced, 4 h; inhibition, % at 10 µM; AID 1053188;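 active = mean inhibition of at least 50% with a set share of replicates also reaching that level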;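 also: 0% = neutral control wells and 100% = IKK inhibitor VII at 50 µM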
* hit, by the source's call; & = joins results of further samples; [ ] = dose if it differs, or a comment. Only part of the results is shown; the hit share may differ from the screen's.

CD40 NFkB inh	smiles
1.2	CCCC(=O)NCCc1ccc(S(N)(=O)=O)cc1
0.5	CC(=O)c1cccc(NS(C)(=O)=O)c1
6.0	O=C(O)CCC(=O)CCC(=O)c1ccc(Cl)cc1
1.2	O=C(NNC(=O)C1CC1)c1cc(=O)[nH]c2ccccc12
-12.7[25 µM]	O=C(c1cccc(F)c1)N1C[C@H]2[C@@H](c3ccccc31)[C@H](CO)N2C(=O)c1ccccn1
-3.4[25 µM]	C/C=C/c1ccc(C2[C@H]3CNC[C@@H]2N3C(=O)NC(C)C)cc1 (stereo partly drawn)
5.3	CCOC(=O)c1nn(C)c(C)c1Cl
-4.7[25 µM]	CN1CCN(C(=O)C[C@@H]2CC[C@@H]3[C@H](COc4ccc(NC(=O)C5CCOCC5)cc4C(=O)N3C)O2)CC1
-0.5[25 µM]	C/C=C/c1ccc([C@H]2[C@@H](CO)N3C(=O)CN(C(=O)Nc4cccc(OC)c4)C[C@@H]23)cc1
1.1	Cc1cc2cc(CNC(=O)C3CC3)ccc2n1C
2.2	O=C(COC(=O)c1ccc(S(=O)(=O)N2CCOCC2)cc1)NCc1cccs1
6.0	CC(C)n1cc(C(=O)N2CCCC(N3CCN(c4ccc(F)cc4)CC3)C2)cn1 (stereo not drawn)
10.9	CC1(C(=O)Nc2ccc(Cl)c(Cl)c2)CCN1C(=O)C1CCCCC1 (stereo not drawn)
-9.1	COc1ccc(N2CCN(S(=O)(=O)c3cccs3)CC2)cc1
0.2[25 µM]	COc1cccc(-c2ccc3c(c2)O[C@H](CN(C)C(=O)C2CCCCC2)[C@@H](C)CN([C@@H](C)CO)S3(=O)=O)c1
-87.9	Cc1ccc(NC(=O)c2c(O)c3ccccc3n(C)c2=O)nc1
0.6	CCNCc1cc2cc(C)ccc2[nH]c1=O
8.7	Cc1ccc(S(=O)(=O)N2CCC(C(=O)OCC(=O)N(C)c3ccccc3)CC2)cc1C
7.9	COC(=O)Cc1ccc(OC(=O)c2cccc(S(=O)(=O)N3CCN(C)CC3)c2)cc1
11.6	CNC(=O)c1c(NC(=O)CS(=O)(=O)c2ccccc2)sc(C)c1C
-0.2	CO[C@H]1CN(C)C(=O)c2ccc(NC(=O)C3CCC3)cc2OC[C@H](C)N(Cc2nccs2)C[C@@H]1C
2.0	C[C@H]1CN([C@@H](C)CO)C(=O)c2ccccc2-c2ccccc2CO[C@H]1CN(C)Cc1ccc(F)cc1
0.8	O=C(Nc1ccccc1N1CCCC1)c1cccc(S(=O)(=O)N2CCOCC2)c1
-2.7	C[C@H](CO)N1C[C@H](C)[C@H](CN(C)Cc2ccc3c(c2)OCCO3)OCc2cn(nn2)CCCC1=O
10.3	O=C(Cn1cncn1)NCCCc1ccccc1

A portion from further up, for reference:
CD40 NFkB inh	smiles
1.2	CCCC(=O)NCCc1ccc(S(N)(=O)=O)cc1
0.5	CC(=O)c1cccc(NS(C)(=O)=O)c1

More entries follow.
CD40 NFkB inh	smiles
5.5	COc1ccc(C(=O)C2CC2)cc1
-6.1	CN(C)c1ccc(C(CNC(=O)c2ccc(-c3ccccc3)cc2)N2CCOCC2)cc1 (stereo not drawn)
-2.6	O=C(c1ccc(-n2cnnn2)cc1)N1CCN(C(c2ccccc2)c2ccccc2)CC1
-2.1	COc1ccc(CNC(=O)c2cc(-c3ccccc3O)n[nH]2)cc1
9.8	Cc1cc(C)n2nc(S(=O)(=O)N(C)c3ccccc3)nc2n1
-4.2	CCCS(=O)(=O)NC(=O)C1(C)CCN(C(=O)c2cccc(C(F)(F)F)c2)C1 (stereo not drawn)
28.6[25 µM]	C[C@H](CO)N1C[C@H](C)[C@H](CN(C)S(=O)(=O)c2ccc(Cl)cc2)OCCCC[C@H](C)Oc2ccc(NC(=O)Nc3ccc(C(F)(F)F)cc3)cc2C1=O
-3.4	Cc1ccc(S(=O)(=O)CC(=O)N(CCCN(C)C)c2nc3ccc(C)cc3s2)cc1
9.5	CC(C)(C)c1cc(C(=O)O)n[nH]1
-3.3	COC(=O)c1c[nH]n2c(=O)c(C(C)C)c(C)nc12
5.2	O=C(Nc1nnc(SCc2cccc(F)c2)s1)c1ccco1
-16.4	N#C/C(C(N)=O)=c1/ccc2c(c1)N1C3=C(CCCC3)CC3CCCCC31N=2 (stereo not drawn)
2.4	CC(C)Cn1c(=S)[nH]c2ccccc2c1=O
4.7	CNS(=O)(=O)c1cc(OCC(N)=O)c(C)cc1Cl
-5.3	Nc1nnnn1NCc1cccc(OCc2ccccc2)c1
-10.4	CC(C)(C)c1ccc(NC(=O)CSc2n[nH]c(=O)n2C2CC2)cc1
-2.6[25 µM]	CS(=O)(=O)Nc1ccc2c(c1)[C@H]1C[C@H](CC(=O)NCCc3ccccc3)O[C@@H](CO)[C@H]1O2
14.0	FC(F)(F)c1cc(-c2ccccc2)nc(-n2cncn2)n1
11.2	CO[C@@H]1CN(C)C(=O)c2cc(NC(=O)C3CCC3)ccc2OC[C@H](C)N(Cc2ccc(F)cc2)C[C@H]1C
-4.2	C[C@@H]1CN([C@@H](C)CO)C(=O)c2c(c3ccccc3n2C)-c2ccccc2CO[C@@H]1CN(C)C(=O)CCN(C)C
1.0	CCCN(CCC)c1ccc(/C=N/NC(=O)CN2CCOCC2)cc1
9.8	O=S(=O)(NC(=NCc1ccccc1)c1ccccc1)c1ccccc1
8.4	COc1ccc(/C=N/S(=O)(=O)c2cccs2)cc1
5.1[25 µM]	O=C(C[C@@H]1C[C@@H]2c3cc(NS(=O)(=O)c4ccccc4)ccc3O[C@@H]2[C@H](CO)O1)NCC(F)(F)F
0.7[25 µM]	CCCNC(=O)Nc1ccc2c(c1)OC[C@@H](C)N(C(=O)C1CCOCC1)C[C@H](C)[C@@H](OC)CN(C)C2=O
9.3	CN1c2ccc(-c3ccc(F)cc3)cc2[C@@H]2[C@@H](CCN2C(=O)c2cccc(F)c2)[C@@H]1CO
4.3[25 µM]	CO[C@H](CN(C)Cc1cc(F)ccc1F)[C@@H](C)CN([C@@H](C)CO)S(=O)(=O)c1ccc(C)cc1
-9.4[25 µM]	C[C@H](CO)N1C[C@H](C)[C@@H](CN(C)C(=O)CCC(F)(F)F)OCc2ccccc2-c2c(n(C)c3ccccc23)C1=O
-0.9	Cc1cc(CN(C)C(=O)c2ccc(OC3CCN(S(=O)(=O)N(C)C)CC3)cc2)n[nH]1
-1.0	Cn1c(=O)[nH]c(=O)c2c1nc(N1CCCCCC1)n2Cc1cccc2ccccc12
-12.7	Cn1c(CN2CCOCC2)nc2cc(NC(=O)c3ccc(F)cc3)ccc21
-8.3[25 µM]	O=C(NC[C@@H]1[C@H](c2ccccc2)[C@@H](CO)N1Cc1cccnc1)c1ccccn1
-7.4	Cc1ccc(C(=O)Nc2ccc(O)cc2C(=O)O)cc1C
-15.5[25 µM]	C[C@@H]1CN([C@@H](C)CO)C(=O)c2cc(C3=CCCCC3)cnc2O[C@H]1CN(C)S(=O)(=O)c1cn(C)cn1
-0.6	O=C(Nc1ccccc1N1CCOCC1)c1cccc(Oc2ccccc2)c1
3.9	Cc1cc([N+](=O)[O-])nn1CCC(=O)NC1CCCCCC1
0.0	OCCCC1CCCN(Cc2cn[nH]c2-c2ccc(F)cc2F)C1 (stereo not drawn)
3.4	c1ccc2c(c1)Cn1nnnc1-2
-128.5	O=C(c1csc2ccccc12)N1CCCCCC1
4.6	COc1ccccc1C(=O)NCC(=O)N(C)Cc1nc2ccccc2c(=O)[nH]1
0.0	COCCN=C1NC(=O)C(CC(=O)Nc2cccc(Cl)c2C)S1 (stereo not drawn)
9.7	CCOC(=O)Cc1cc(=O)n2[nH]c(C)cc2n1
-6.3[25 µM]	CCCC#Cc1cnc2c(c1)C(=O)N([C@H](C)CO)C[C@@H](C)[C@H](CN(C)C(=O)Nc1cc(F)ccc1F)O2
6.1	O=c1c2ccccc2c2ccccc2c(=O)n1Cc1cccnc1
-1.8	O=C(N[C@@H](Cc1ccccc1)C(=O)NC1CCCCC1)c1ccco1
3.4	COc1ccc(CCNC(=O)COC(=O)c2ccccc2NCCO)cc1OC
-2.4	Cc1ccc2c(c1)C(O)(C1COC(C)(C)CC1=O)C(=O)N2C (stereo not drawn)
35.3	COc1ccc2c3c([nH]c2c1)[C@H](CO)N(C(=O)c1cccc(F)c1)CC31CCN(C(=O)c2ccccc2)CC1
-7.2	COc1ccc(S(=O)(=O)N2CCC(C(=O)Nc3nnc(C)s3)CC2)cc1OC
16.6	COc1cccc(NC(=O)CN(C)C(=O)C(C)Sc2ccccc2)c1 (stereo not drawn)

3 entries already listed, sorted by length of the SMILES, low to high.
CD40 NFkB inh	smiles
0.0	OCCCC1CCCN(Cc2cn[nH]c2-c2ccc(F)cc2F)C1 (stereo not drawn)
-0.6	O=C(Nc1ccccc1N1CCOCC1)c1cccc(Oc2ccccc2)c1
-15.5[25 µM]	C[C@@H]1CN([C@@H](C)CO)C(=O)c2cc(C3=CCCCC3)cnc2O[C@H]1CN(C)S(=O)(=O)c1cn(C)cn1

Reformatted: entries from further up
smiles: CN(C)c1ccc(C(CNC(=O)c2ccc(-c3ccccc3)cc2)N2CCOCC2)cc1 (stereo not drawn)
- CD40 NFkB inh = -6.1
smiles: O=C(c1ccc(-n2cnnn2)cc1)N1CCN(C(c2ccccc2)c2ccccc2)CC1
- CD40 NFkB inh = -2.6

The listing continues.
CD40 NFkB inh	smiles
30.0	O=C(CC12CC3CC(CC(C3)C1)C2)NCC(=O)N1CCc2ccccc2C1
-75.5	Cc1nn(-c2ccc(F)cc2)c2sc(C(=O)N3CCCCCC3)cc12
4.9	CCCSC1=C(C#N)C2(CCCCC2)C(C#N)=C(N)N1
-0.9	CC(=O)c1ccc(OCCCC(=O)NC2=NCCS2)cc1
-23.6[25 µM]	COc1cccc(S(=O)(=O)N2C[C@@H](O)COC[C@H]3O[C@H](CC(=O)NCCCN4CCOCC4)CC[C@@H]32)c1
9.8	COc1ccc(Br)cc1C=NNS(=O)(=O)c1ccc(C)cc1
-2.0	C[C@@H]1CN([C@H](C)CO)C(=O)c2ccccc2-c2ccccc2CO[C@@H]1CN(C)C(=O)[C@H](C)c1ccccc1
21.8	C1CCCC(N2CCNCC2)CC1
4.8	CCOc1ccc(OCC)c(-c2c(=O)n(OCc3ccccc3C(=O)OC)c3ccccc3[n+]2[O-])c1
-5.6	O=C(CNC(=O)c1cc2ccccc2o1)NCc1cccs1
-14.6&7.6[25 µM]	COc1cccc(CN2C[C@@H]3N[C@H](C2)C3c2ccc(-c3ccccc3F)cc2)c1 (stereo partly drawn)
9.9	CCOc1ccccc1CNS(=O)(=O)c1cc(-c2cc(C)no2)ccc1OC
-36.8	c1ccc(-c2ncc3c(ccc4ccccc43)n2)cc1
-12.9	COCCN(C(=O)CSc1nnc(C(F)(F)F)n1C)c1c(N)n(CC(C)C)c(=O)[nH]c1=O
3.1	CCN(C(=O)CSc1nnc(-c2ccc(F)cc2)n1C)C1CCS(=O)(=O)C1 (stereo not drawn)
4.7	COc1ccc(OCC(O)CN(CCO)CC(O)Cn2ccc3ccccc32)cc1 (stereo not drawn)
-19.5	CCOC(=O)c1nc(Nc2ccc(N3CCC(C)CC3)cc2)c2ccccc2n1
0.3	O=C(COc1cccc(F)c1)NNC(=O)c1cccc(-n2cccc2)c1
-6.2[25 µM]	O=C(NCC[C@H]1CC[C@@H](NS(=O)(=O)Cc2ccccc2)[C@@H](CO)O1)C1CCCCC1
2.4	CC(=O)N1[C@H](CNC(=O)CN2CCOCC2)[C@@H](c2ccccc2)[C@@H]1CO
2.4	OCC1OC(n2cnc3c(N4CCCC4)ncnc32)C(O)C1O (stereo not drawn)
-4.7[25 µM]	CCC(=O)N(C)C[C@@H]1Oc2ncc(C#Cc3ccccc3OC)cc2C(=O)N([C@H](C)CO)C[C@@H]1C
13.0	COc1ccc(NC(=O)c2nc(-n3nc(C)cc3C)ccc2Cl)cc1Cl
2.0[25 µM]	C[C@@H]1CN([C@H](C)CO)C(=O)Cc2cc(NC(=O)c3ccncc3)ccc2O[C@H]1CN(C)C(=O)Nc1ccc(F)cc1
-3.3	COc1ccc(CCN(C)c2ccc(S(=O)(=O)N3CCCC3)cn2)cc1OC
-1.1	CCOC(=O)c1c2n(c3ccc(OC(C)=O)cc13)CCC2
-6.1[25 µM]	COc1cccc(NC(=O)N[C@@H]2C=C[C@H](CC(=O)NCc3ccncn3)O[C@H]2CO)c1
-9.4[25 µM]	COc1ccccc1S(=O)(=O)N1CC[C@@H]2[C@@H](CO)Nc3ccc(-c4ccccc4F)cc3[C@@H]21
-11.3	COc1ccc2cc3cc(C(=O)NCCCN4CCOCC4)oc3nc2c1
6.9	COc1ccc(CCNC(=O)CCC(=O)n2ncc3cc(C)ccc32)cc1OC
-44.8	O=C(Nc1ccc2ccccc2c1)c1cnccn1
4.8	O=C(c1ccc(=O)[nH]n1)N1CCN(S(=O)(=O)c2cccc(F)c2)CC1
20.5	CCc1ccccc1NC(=O)Nc1cccn(Cc2ccc(F)cc2)c1=O
-24.6	c1cnc2c(OCc3cn4cccnc4n3)cccc2c1
18.2[25 µM]	Cc1ccccc1S(=O)(=O)N1[C@H](C#N)[C@@H](c2ccccc2-c2cccc(F)c2)[C@@H]1CO
-13.1[25 µM]	O=C(NCC(F)(F)F)[C@H]1[C@H](CO)[C@H]2Cn3c(ccc(-c4cccnc4)c3=O)[C@@H]1N2Cc1ccccc1
-26.0	CCOc1ccc(OCc2ccc(C(=O)Nc3cccnc3)cc2)cc1
-0.5	NC(=O)C1CCN(c2oc(-c3cccs3)nc2S(=O)(=O)c2ccc(Cl)cc2)CC1
8.2	Cc1ccc(S(=O)(=O)NCC(=O)OCC(=O)N2CC(C)OC(C)C2)cc1 (stereo not drawn)
-1.4	CS(=O)(=O)c1ccc2nc(N)sc2c1
-0.3	CC1(NC(=O)C2CCN(C(=O)Nc3ccccc3)CC2)CCS(=O)(=O)C1 (stereo not drawn)
5.9	O=C1CCN(Cc2ccc(Cl)cc2Cl)C(=O)N1
-24.9	Nc1nc(-c2ccccc2)cc(N2CCCCC2)n1
-15.6	O=C(COC(=O)c1cc([N+](=O)[O-])ccc1N1CCOCC1)NC1CCS(=O)(=O)C1 (stereo not drawn)
8.9	N#C[C@H]1[C@H](c2ccc(C3=CCCCC3)cc2)[C@@H](CO)N1C(=O)NC1CCCCC1
